From PubChem
Dengue-2 NS5 capping: Dengue-2 NS5 methyltransferase inhibitors, primary screen, biochemical, confirmation dose response (AID 588689). inhibition, % at 25 µM, or IC50 in µM where a hit was titrated. Dengue-2 NS5 methyltransferase capping enzyme assay, biochemical; higher % means a stronger effect. 340,000 tested, 0.3% active; in the data active = a potency from the dose series; inconclusive = inhibition above about 29% without an active follow-up result
KOR beta-arrestin-1: kappa opioid receptor blockers – cell-based, luminescence, uHTS (AID 1778). KOR beta-arrestin recruitment, luminescence, antagonist mode; higher % means a stronger effect. one-dose inhibition, % at 10 µM; IC50 in µM for titrated hits. 290,000 tested, 0.091% active; note: strong numbers were not always called active
KOR beta-arrestin-2: kappa opioid receptor activators – cell-based, luminescence, uHTS, primary screen (AID 1777); KOR beta-arrestin recruitment, luminescence; higher % means a stronger effect; activation, % at 10 µM; hits with a dose series show EC50 in µM; 280,000 tested, 0.02% active; in the data active = activation above about 50%, passing the limit was not always enough; note: a part of the inactive calls stands beside numbers as strong as those of hits
NOD1 NF-kB reporter: inhibition of NOD1-driven NF-kB reporter – cell-based, luminescence, uHTS, primary screen (AID 1578); NOD1-driven NF-kB luciferase reporter cells, luminescence; higher % means a stronger effect; inhibition, % at 4 µM, or EC50 in µM where a hit was titrated; 290,000 tested, 1% active; in the data active = inhibition mostly above about 36%, no sharp cut-off; inactive = mostly below about 34%;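 note: HEK-293T reporter cells stimulated with the NOD1 agonist gamma-tri-DAP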
West Nile antiviral: West Nile virus antiviral activity, cell-based, CPE readout (AID 1621); West Nile virus-infected cells, CPE inhibition; higher % means a stronger effect; CPE inhibition, % at 10 µM; hits with a dose series show IC50 in µM; 290,000 tested, 0.02% active; in the data active = a potency from the dose series; inconclusive = CPE inhibition mostly from about 3.7% at the one dose, without a potency; inactive = the rest, 99 in 100 with CPE inhibition below about 2.2%; note: strong numbers were not always called active
HIV fusion peptide: cell-free HIV fusion peptide-binding blockers – biochemical, uHTS, fluorescence dequenching, primary screen (AID 1986); cell-free peptide binding, fluorescence dequenching, 30 min; higher % means a stronger effect; inhibition, % at 20 µM; hits with a dose series show IC50 in µM; 290,000 tested, 0.3% active; in the data active = inhibition mostly above about 52%, no sharp cut-off; inactive = mostly below about 76%; note: some results filed as inactive read as strong as hits
Yfh1-depleted yeast: enhancers of respiration in Yfh1-depleted yeast, dose response, Friedreich's ataxia, plus single-dose screen (AID 1465); S. cerevisiae Yfh1-off respiration, WST-1 reduction, 72 h; higher fold induction means a stronger effect; fold induction at 50 µM; hits with a dose series show EC50 in µM; 220,000 tested, 0.074% active;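 active = fold induction of absorbance versus untreated yeast above a set limit, then at least 30% activation at any dose in follow-up; inconclusive = repeats straddling the limit, or above it without dose testing; inactive = fold induction below the set limit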;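 note: activators that raise dye reduction in frataxin-depleted yeast; strong numbers were not always called active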
AID2073: disruptors of CaV2.2 binding to Mint1 – biochemical, HTRF (AID 2073); 290,000 tested, 0.19% active; HTRF protein-protein interaction, Mint1-CaV2.2; higher % means a stronger effect; one-dose inhibition, % at 20 µM; IC50 in µM for titrated hits; in the data active = inhibition mostly above about 51%, no sharp cut-off; inconclusive = no clear call, values can overlap the other calls; inactive = mostly below about 53%; note: some results filed as inactive read as strong as hits
HEK293 NOD2/NF-kB: inhibition of NOD2-driven NF-kB reporter – cell-based, luminescence, uHTS, HEK293 (AID 1566) | HEK293 NOD2/NF-kB luciferase reporter, luminescence; higher % means a stronger effect | inhibition, % at 4 µM; hits with a dose series show EC50 in µM | 290,000 tested, 0.63% active; note: many of its hits are not listed in these tables
Dengue-2 NS5 capping pilot replicate: further read-out of Dengue-2 NS5 capping, marked with its call; inhibition, %; measured here: pilot screen replicate inhibition
Starred values were filed as active, the others as inactive; i = inactive; ? = inconclusive; . = no result given; [ ] = another dose, or the depositor's remark. Cut-off read from the data, not from the text of the source, unless noted: active = inhibition above about 50%; inactive = the rest. This is a subset; the hit share may differ from the screen's.

SMILES | Dengue-2 NS5 capping | KOR beta-arrestin-1 | KOR beta-arrestin-2 | NOD1 NF-kB reporter | West Nile antiviral | HIV fusion peptide | Yfh1-depleted yeast | AID2073 | HEK293 NOD2/NF-kB | others
COc1ccc(OC)c(C2=NOC(C(=O)Nc3cccnc3)C2)c1 (configuration not stated) | -1% | -8% | -1.0% | 3% | 0.7% | 0.3% | i | -3% | 0%
COc1ccccc1N(CC1CO1)S(=O)(=O)c1ccccc1 (configuration not stated) | -11% | -32% | 0.6% | -30% | -0.6% | -0.1% | . | 10% | -1%
Brc1ccc(-c2ccc(/C=N/Nc3nc4ccccc4[nH]3)o2)cc1 | -25% | -29% | 3.4% | -14% | -1.1% | 20% | i | 11% | 4%
Cc1nc(SCC(=O)NCCc2ccccc2)nc(C)c1C | -7% | 5% | 4.8% | -13% | -0.3% | -1.2% | i | 4% | 4%
CCn1c(=O)cc(SCC(=O)N2CCN(C3CCCCC3)CC2)c2ccccc21 | 7% | -25% | -3.4% | -26% | 2.4% | 0.2% | i | 11% | -12%
O=c1c2sccc2[nH]c(=S)n1Cc1ccccc1 | 3% | -13% | 5.7% | -29% | 1.6% | -1.2% | i | -7% | 8%
COCCNC(=O)c1cn(C)c2ccc(S(=O)(=O)N(C)C3CCCCC3)cc2c1=O | -4% | 22% | 0.0% | 11% | 0.6% | 0.2% | i | 4% | 16%
CC(C)c1nc2n[nH]c(N)c2c2c1CSC(C)(C)C2 | 2% | 5% | -0.6% | 29% | -0.4% | -1.6% | i | -3% | 32%
CCOc1ccccc1N(CC(=O)N1CCCCCC1)S(C)(=O)=O | -6% | -23% | -1.5% | -22% | 0.4% | 2.4% | i | 0% | -3%
CC1CCCCN1CCNS(=O)(=O)c1ccc2c(c1)oc(=O)n2C (configuration not stated) | -2% | 12% | -1.0% | . | -0.5% | 2.8% | i | 2% | 10%
CCN(CC)C(=O)c1c(-c2ccccc2)oc2ccc(OC)cc12 | -1% | 11% | -2.7% | 11% | -1.6% | 0.3% | i | 8% | 10%
COc1cc(C(C)=O)ccc1COc1ccc(C(=O)OCC(N)=O)cc1OC | -7% | 14% | -2.2% | 21% | 0.5% | -2.7% | i | 26% | 14%
Cc1ccc2c(c1)C1CN(C)CCC1N2C(=O)c1ccc(Cl)c(S(=O)(=O)N2CCOCC2)c1 (configuration not stated) | -2% | . | . | -17% | -0.9% | 0.4% | i | 3% | 8%
c1ccc(C2C3=C(Nc4ncnn42)c2ccccc2CCC3)cc1 (configuration not stated) | -2% | 28% | -8.0% | -19% | -0.5% | 4.1% | i | 3% | 0%
Cc1cccc(OCC(=O)N2CCN(C(=O)c3ccc([N+](=O)[O-])cc3)CC2)c1 | -2% | -22%[20 µM] | -2.9% | -32% | -0.3% | 0.7% | i | 16% | 5%
CCCCNC(=O)Nc1cc(C(=O)OC)ccc1C | -3% | 6% | -4.2% | -26% | -0.1% | -1.2% | i | -2% | -10%
O=C1CN(C(=O)COC(=O)c2ccccc2NCc2ccco2)c2ccccc2N1 | -5% | 19% | -6.7% | 8% | 0.4% | -2.0% | i | 6% | 26%
COc1ccc(C(=O)O)cc1S(=O)(=O)N(C)CCc1cccnc1 | -7% | 13% | -2.2% | -8% | -0.2% | -0.3% | i | -5% | 10%
Cc1oc(-c2ccc(C(F)(F)F)cc2)nc1CN(Cc1ccccn1)C[C@@H]1CCC(=O)N1 | 7% | -13% | 1.7% | -46% | -0.9% | 1.3% | i | 6% | -8%
CCCS(=O)(=O)N1CCCC(C(=O)N2CCN(c3ccccn3)CC2)C1 (configuration not stated) | 1% | 16% | 0.6% | 11% | 0.2% | -2.2% | i | -6% | 10%
Cc1ccc(-c2nc(CN(C)C3CCOCC3)c(C)o2)s1 | -14% | -4%[20 µM] | . | -22% | -1.1% | -1.4% | i | -3% | -1%
CCOc1ccc(-n2c(N)c(C(=O)NCc3ccco3)c3nc4ccccc4nc32)cc1 | -6% | -32% | 0.4% | 3% | 1.3% | -0.3% | i | 23% | 7%
Cc1cccc(Nc2ccc(NCc3ccccc3)nn2)c1 | -9% | 23% | -3.3% | -45% | -1.0% | -1.7% | i | -1% | -34%
COc1ccc2c(c1)-c1nc(/N=C/c3c(O)ccc4ccccc34)sc1CC2 | 6.3µM* | -12% | 9.0% | -1% | 0.6% | 6.9% | i | -13% | 10%
O=C(CSc1nnnn1-c1ccccc1)N1CCc2ccccc2C1 | 0% | 25% | -4.8% | -21% | -0.2% | -1.2% | i | 6% | -2% | Dengue-2 NS5 capping pilot replicate=-2.1
Cc1ccc(N(Cc2cc(=O)[nH]c3ccccc23)C(=O)C(C)C)cc1 | -2% | 22% | 2.7% | 1% | -0.4% | -0.5% | i | 3% | 34%
COc1ccc(-c2ccnc3c(C#N)cnn23)cc1 | -3% | -18%[20 µM] | -5.2% | -1% | -0.1% | -0.5% | i | ? | 2%
O=C(c1ccc2c(c1)OCO2)C1CCCN(C(=O)c2cnn(Cc3ccccc3)c2)C1 (configuration not stated) | -5% | -38% | -0.5% | -10% | -0.4% | -0.5% | i | 35% | -6%
CC1CCN(CCCNS(=O)(=O)c2cc(Br)cc3c2N(C(=O)C2CC2)CC3)CC1 | -3% | -57% | 4.3% | 18% | -0.3% | -0.3% | . | 1% | -39%
CN(C)CCN(Cc1cc2cc3c(cc2[nH]c1=O)OCO3)C(=S)NCc1ccco1 | -2% | -15% | 0.1% | -47% | -0.3% | 0.2% | i | 10% | -11%

Brought forward from above: 3 compounds, followed by the next part.
SMILES | Dengue-2 NS5 capping | KOR beta-arrestin-1 | KOR beta-arrestin-2 | NOD1 NF-kB reporter | West Nile antiviral | HIV fusion peptide | Yfh1-depleted yeast | AID2073 | HEK293 NOD2/NF-kB | others
O=C(c1ccc2c(c1)OCO2)C1CCCN(C(=O)c2cnn(Cc3ccccc3)c2)C1 (configuration not stated) | -5% | -38% | -0.5% | -10% | -0.4% | -0.5% | i | 35% | -6%
CC1CCN(CCCNS(=O)(=O)c2cc(Br)cc3c2N(C(=O)C2CC2)CC3)CC1 | -3% | -57% | 4.3% | 18% | -0.3% | -0.3% | . | 1% | -39%
CN(C)CCN(Cc1cc2cc3c(cc2[nH]c1=O)OCO3)C(=S)NCc1ccco1 | -2% | -15% | 0.1% | -47% | -0.3% | 0.2% | i | 10% | -11%
O=C(CCN1C(=O)/C(=C/c2ccccc2F)SC1=S)N[C@@H](CO)Cc1ccccc1 | -5% | -45% | 7.2% | 22% | ? | 0.6% | . | -8% | -2%
COC(=O)c1cc2c(s1)-c1ccccc1OC2 | -1% | 10% | -4.5% | -27% | -0.2% | 0.6% | i | 40% | 0%
CC(Cc1cccs1)N(Cc1ccc(Cl)cc1)C(=O)c1ccncc1 (configuration not stated) | 2% | 9% | -5.6% | 1% | -0.8% | -1.5% | . | -3% | 16%
COc1ccc(/C=C/C=N/NC(=O)COc2ccc(OC)cc2)cc1 | -4% | -4% | 1.4% | -12% | -0.4% | -0.7% | i | 0% | -3%
COc1cccc(NC(=O)c2ccc3c(c2)N(CC(=O)N2CCOCC2)C(=O)C(C)(C)O3)c1 | 1% | 16% | 4.0% | -13% | -0.2% | 0.4% | . | -9% | 3%
CCCCNC(=O)c1cc2c(=O)n3cccc(C)c3nc2n1C | . | 1% | -1.6% | -1% | . | -0.2% | . | 41% | -9%
Cc1cc(=O)n2[nH]c(=O)c(N=Nc3ccccc3)c2[nH]1 | 25% | -8% | 2.6% | 2% | -0.2% | -2.1% | i | -6% | -7%
Cc1cc(-c2ccc(C)c(S(=O)(=O)NCc3ccc(OC(C)C)cc3)c2)on1 | 5% | -23% | 4.2% | -14% | -2.1% | 1.6% | . | 11% | 13%
C=CCN1C(=O)CC(C(=O)NC)SC1=Nc1ccc(C(=O)OCC)cc1 (configuration not stated) | -3% | -18% | -2.4% | -26% | 0.4% | 0.1% | i | -5% | -8%
CC(C)OC(=O)Cn1nnc2c(cnn2-c2ccccc2)c1=O | -1% | 8% | -0.8% | -14% | 0.2% | 1.3% | i | 4% | 8%
O=C(c1ccc(Cl)cc1)N1CCN(C(=O)C2CCCCC2)CC1 | -7% | 20% | 0.9% | 10% | -0.8% | -0.6% | . | 6% | 10%
COc1ccccc1CNC(=O)c1ccc(S(=O)(=O)N(C)C)cc1 | -6% | 48% | -0.6% | -26% | 0.4% | 0.5% | i | -2% | 2%
Cc1ccc(-c2noc(CCC(=O)NCc3ccc4c(c3)OCO4)n2)cc1 | . | -47% | 2.6% | -27% | 0.1% | 1.3% | i | 6% | -48%
CCOc1ccc(N(C(=O)Nc2ccccc2)C2=NCCC2)cc1 | -8% | 13% | 0.3% | -26% | -1.1% | -0.1% | i | -5% | -11%
CCn1c(=O)n(CC)c2cc(N3CCCC3)c(NC(=O)c3ccccc3)cc21 | -3% | 3% | -3.4% | 39% | 0.3% | -3.6% | . | -8% | -19%
CCN(c1ccc(NC(=O)COC(=O)c2ccc3ccccc3n2)cc1)C(C)C | -2% | -12% | -0.7% | 14% | -1.2% | -4.7% | i | -19% | 2%
CCOC(=O)C1=C(CS(=O)(=O)c2ccc(F)cc2)NC(=O)NC1c1ccc(O)c(O)c1 (configuration not stated) | 0% | -16% | -2.9% | -9% | 0.1% | 10% | . | 25% | 17%
COc1ccccc1NC(=O)CSc1nnnn1-c1ccc(C)cc1 | -11% | -9% | -2.4% | -32% | -1.3% | -1.2% | i | -3% | 14%
O=C(NCC1CCCCC1)c1cc2ccccc2cc1O | 8% | -22% | -3.4% | -10% | -0.7% | 3.5% | . | 17% | -12%
CN(C)C(=O)[C@@H]1C[C@H]1[C@@H](NC(=O)OCc1ccccc1)c1ccccc1 | -7% | 12% | 2.5% | -35% | -0.7% | 2.7% | i | 6% | -1%
COc1ccccc1N1CCN(C(=O)c2cc(C)on2)CC1 | -1% | 0% | -2.9% | -30% | 0.3% | -0.2% | . | -6% | 16%
Cc1ccc(NC2OC(CO)C(O)C(O)C2O)cc1 (configuration not stated) | -5% | 5% | -8.2% | 16% | 0.0% | 18% | i | -5% | 0%
CC(C)OC(=O)CSc1nnc(C2CCCCC2)n1N | . | 13% | -5.1% | -7% | 0.5% | -1.3% | i | 0% | -2%
COc1cccc(CN2CC(C(=O)NC3CCC3)CCC2=O)c1 (configuration not stated) | -1% | -11% | 6.4% | -32% | -0.4% | 0.6% | . | 2% | 9%
CCNC(=S)N1CCn2cccc2C1c1ccc(F)cc1 (configuration not stated) | 4% | -19% | -2.6% | -6% | -0.7% | 1.0% | i | -5% | 12%
O=C(NNc1nc2cc3c(cc2s1)OCO3)c1cccc(F)c1 | -10% | -45% | 3.7% | -16% | . | 0.5% | . | 23% | 20%
CCCCSc1nsc(NC(C)=O)n1 | 6% | 0% | 2.8% | -66% | 0.4% | -3.3% | i | -2% | -77% | Dengue-2 NS5 capping pilot replicate=0.8
C/C(=N\NC(=O)c1ccco1)c1ccc(C(=O)O)s1 | -2% | 7% | -2.3% | -38% | -0.2% | -1.2% | . | 0% | -6%
